Screening data from PubChem.
esBAF inh – SWI/SNF esBAF complex inhibition. mouse ES cells, Bmi1-luciferase knock-in reporter, 24 h; 100% = twice the neutral-well signal. reporter increase, % at 12.5 µM. actives 2% (n = 350,000). AID 602393; in the data active = activation above about 40%;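 also: 0% = median of the plate's neutral control wells and 100% = double that signal; a rise in the Bmi1 reporter signal indicates esBAF inhibition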
miR122 inh – inhibitors of miR-122 in Huh7 cells; AID 602342; actives 0.3% (n = 340,000); activation (reporter increase), % at 12.5 µM; Huh7 miR-122 Renilla luciferase sensor, 48 h; neutral wells = 0, positive control = 100;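 active = mean replicate activation score at least 90 and every replicate individually at or above 90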;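 also: higher luciferase means less miR-122 activity so hits act as miR-122 inhibitors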
C2C12 statin – suppression of simvastatin myotoxicity; rescue of ATP level, % at 7.49 µM; C2C12 myotubes + simvastatin, ATP luminescence, 48 h; scaled: DMSO 0, geranylgeraniol control 100; actives 0.78% (n = 330,000);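 active = mean ATP rescue above about 67%, or every replicate alone reaching that limit, limit read from the data, passing the limit was not always enough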;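 also: myotubes were challenged with 10 µM simvastatin during compound exposure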
SIRT5 inh – blocks human SIRT5 desuccinylation of peptide | AID 652115 | Purified SirT5, succinyl-peptide AMC, trypsin-coupled fluorescence | actives 1.1% (n = 330,000) | inhibition, % at 15 µM; in the data active = inhibition above about 15%
Target sequence (Q9NXA8 whole entry, looked up): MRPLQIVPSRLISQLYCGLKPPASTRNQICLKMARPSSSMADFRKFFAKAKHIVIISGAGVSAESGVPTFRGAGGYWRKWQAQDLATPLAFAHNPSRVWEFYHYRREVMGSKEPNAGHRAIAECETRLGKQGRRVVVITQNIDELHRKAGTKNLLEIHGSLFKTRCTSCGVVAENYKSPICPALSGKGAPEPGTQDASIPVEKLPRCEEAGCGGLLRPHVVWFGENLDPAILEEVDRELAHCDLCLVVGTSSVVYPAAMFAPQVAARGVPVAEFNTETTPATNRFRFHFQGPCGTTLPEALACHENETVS
ERp5 inh – ERp5 (human) disulfide isomerase inhibition. ERp5 insulin aggregation, absorbance 650 nm, 90 min. actives 0.05% (n = 350,000). AID 651711. inhibition, % at 9.99 µM;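 active = mean replicate inhibition above about 25%, with every replicate also reaching it, limit read from the data, passing the limit was not always enough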
Target sequence (Q15084 whole entry, looked up): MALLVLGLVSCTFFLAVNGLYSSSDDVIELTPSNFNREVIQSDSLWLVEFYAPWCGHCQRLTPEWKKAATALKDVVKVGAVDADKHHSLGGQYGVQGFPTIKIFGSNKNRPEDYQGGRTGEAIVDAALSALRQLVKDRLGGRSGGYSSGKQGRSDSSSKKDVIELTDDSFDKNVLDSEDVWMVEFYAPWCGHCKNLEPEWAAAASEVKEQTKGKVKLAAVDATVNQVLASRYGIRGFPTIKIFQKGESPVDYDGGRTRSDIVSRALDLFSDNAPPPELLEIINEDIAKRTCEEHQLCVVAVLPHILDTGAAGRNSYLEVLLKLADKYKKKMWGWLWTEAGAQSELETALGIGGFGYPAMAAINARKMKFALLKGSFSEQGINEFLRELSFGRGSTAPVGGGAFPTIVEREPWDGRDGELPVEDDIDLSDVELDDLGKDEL
Cneo AK release – causes C. neoformans cell lysis. adenylate kinase release luminescence, 4 h; normalised: neutral wells 0, clomiphene wells 100. lysis activity, % at 15 µM. actives 0.2% (n = 360,000);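 active = mean lysis activity across replicates of at least 80%, whatever share of replicates individually reach that level; inactive = mean lysis activity below 80%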
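Test system: log-phase Cryptococcus neoformans yeast cells; Quantity: yeast cell density of 5 × 10^6 cells/mL; Buffer or medium: YPD; Doses: single compound concentration per well; Timing: 4 h at 37 °C static, read 1 h later; Measured by: AK luminescence; Read-out basis: lysis from increased AK signal; Control set: Clomiphene as positive control.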
ARNT-TACC3 inh – disrupts binding between human ARNT and TACC3; inhibition, % at 9.99 µM; AID 623870; AlphaScreen His-ARNT PAS-B/GST-TACC3 binding, luminescence; TACC3 fragment carries E629A point mutation; Q9Y6A5; actives 0.66% (n = 390,000);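 active = mean inhibition of replicates at least 50% and at least half of replicates each reaching 50%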;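 also: 0% = complete ARNT plus TACC3 wells and 100% = ARNT alone without TACC3; many hits fall short of the cut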
* hit, by the source's call; / = not tested or not shown; & = joins results of further samples.

Abbreviations – A = esBAF inh; B = miR122 inh; C = C2C12 statin; D = SIRT5 inh; E = ERp5 inh; F = Cneo AK release; G = ARNT-TACC3 inh
(1) COc1ccc(C(=O)N2CCOCC2)cc1S(=O)(=O)N1CCC(C)CC1
  A = 5.0	B = -3.9	C = -4.6	D = /	E = /	F = -0.7	G = 2.6
(2) CN1CCN(c2ccc3c(c2)S(=O)(=O)c2ccccc2C3=O)CC1
  A = -1.5	B = 0.2	C = 24.4	D = /	E = -2.8	F = 3.0	G = -1.7
(3) CN(C)c1ccc(/C=C/c2cc[n+](C)c3ccccc23)cc1
  A = -58.5	B = -11.1&-25.5	C = -57.9	D = 1.8	E = -13.2&-6.0	F = /	G = 41.1&37.5
(4) Cc1ccc(CN2CCN(C)CC2)c(C)c1
  A = -1.1	B = -1.1	C = 6.4	D = /	E = /	F = 2.5	G = -10.0
(5) CCN(CC)C(=O)c1ccc(NC(=O)c2ccc(-n3cncn3)c([N+](=O)[O-])c2)cc1
  A = 3.7	B = /	C = -15.8	D = -2.3	E = 0.0	F = -0.1	G = -2.7
(6) O=S(=O)(NC1CCCC1)OCC(Cl)(Cl)Cl
  A = -3.1	B = 10.2	C = 4.4	D = /	E = -1.7	F = 0.1	G = -1.6
(7) FC(F)(F)c1cccc(-n2nnnc2C2(N3CCOCC3)CCCCC2)c1
  A = -3.0	B = -0.6	C = 1.2	D = /	E = /	F = -1.6	G = -2.3
(8) COc1ccc2c(CN3CC=C(c4ccccc4)CC3)cc(=O)oc2c1
  A = /	B = /	C = /	D = -7.1	E = 1.5	F = /	G = -0.8
(9) CN1CCN(c2ccc([N+](=O)[O-])c(NCC3CCCO3)c2)CC1 (stereo not given)
  A = 0.2	B = 0.7	C = 1.0	D = /	E = /	F = /	G = -0.9
(10) O=c1[nH]c(=S)[nH]c(O)c1N=Nc1ccc(OC(F)F)cc1
  A = /	B = /	C = /	D = 2.1	E = 0.0	F = /	G = 17.5
(11) CCC1(C)OC(c2ccccc2)=C/C(=C/C=C2C(=O)NC(=O)NC2=O)O1 (stereo not given)
  A = /	B = /	C = /	D = -1.0	E = -1.5	F = /	G = 3.2
(12) CCOC(=O)C1(CCc2ccccc2)CCN(Cc2cccc3c2OCO3)CC1
  A = -6.2	B = -3.4	C = -3.3	D = -4.2	E = 5.5	F = /	G = 7.5
(13) COP(=S)(OC)Oc1ccc(SC)c(C)c1
  A = 2.4	B = /	C = 1.7	D = -3.0	E = -5.0	F = -0.7	G = -8.1
(14) Nc1ccc(C2(c3ccc(N)cc3)CN3CCC2CC3)cc1
  A = -7.0	B = -2.9	C = -3.8	D = /	E = /	F = -1.1	G = 32.2
(15) C/C(=N\N1CCCCCC1)c1c(O)n(C2CCCCC2)c(=O)[nH]c1=O
  A = /	B = -4.5	C = /	D = 4.0	E = 3.4	F = 3.5	G = 3.7
(16) Nc1ccnn1C1CCNCC1
  A = -12.6	B = -2.5	C = 2.4	D = /	E = /	F = 0.9	G = 7.9
(17) Cc1ccc(-n2c(C)nc3ccccc3c2=O)c(C)c1
  A = 0.3	B = -4.8	C = -5.5	D = 0.3	E = -1.8	F = 9.3	G = -1.9
(18) CC(=O)OC1CC(OC2C(O)CC(OC3C(O)CC(OC4CCC5(C)C(CCC6C5CCC5(C)C(C7=CC(=O)OC7)CCC65O)C4)OC3C)OC2C)OC(C)C1OC1OC(CO)C(O)C(O)C1O (stereo not given)
  A = /	B = 2.2	C = /	D = -7.9	E = -13.0	F = /	G = -53.1
(19) COC(=O)c1cncn1C(C)c1ccccc1 (stereo not given)
  A = -8.8	B = -3.1	C = /	D = /	E = /	F = 4.4	G = -6.1
(20) COC(=O)C1=C(c2c(C)noc2C)C[C@@H]2CC[C@H]1N2C(=O)NCc1ccc(C(F)(F)F)cc1
  A = -5.9	B = -3.1	C = 2.7	D = /	E = -2.2	F = 0.6	G = -3.0

3 entries from above, arranged by formula weight, rising:
Abbreviations – A = esBAF inh; B = miR122 inh; C = C2C12 statin; D = SIRT5 inh; E = ERp5 inh; F = Cneo AK release; G = ARNT-TACC3 inh
(19) COC(=O)c1cncn1C(C)c1ccccc1 (stereo not given)
  A = -8.8	B = -3.1	C = /	D = /	E = /	F = 4.4	G = -6.1
(14) Nc1ccc(C2(c3ccc(N)cc3)CN3CCC2CC3)cc1
  A = -7.0	B = -2.9	C = -3.8	D = /	E = /	F = -1.1	G = 32.2
(18) CC(=O)OC1CC(OC2C(O)CC(OC3C(O)CC(OC4CCC5(C)C(CCC6C5CCC5(C)C(C7=CC(=O)OC7)CCC65O)C4)OC3C)OC2C)OC(C)C1OC1OC(CO)C(O)C(O)C1O (stereo not given)
  A = /	B = 2.2	C = /	D = -7.9	E = -13.0	F = /	G = -53.1

The listing continues.
Abbreviations – A = esBAF inh; B = miR122 inh; C = C2C12 statin; D = SIRT5 inh; E = ERp5 inh; F = Cneo AK release; G = ARNT-TACC3 inh
(21) CCC(=O)N1CC(=O)Nc2ccc(F)cc2C1c1ccccc1 (stereo not given)
  A = -7.9	B = -5.4	C = 4.9	D = -1.3	E = 0.1	F = -1.4	G = -8.0
(22) Clc1cccc(N2Cc3ccccc3-n3nncc3C2)c1
  A = 5.3	B = 4.2	C = 15.4	D = -0.1	E = 2.6	F = -0.5	G = /
(23) CC(C)c1ccc(-n2c(O)c(/C=N/NC(=O)c3ccccc3O)c(=O)[nH]c2=S)cc1
  A = 10.9	B = -13.4	C = -2.9	D = 0.6	E = 1.6	F = 2.3	G = 84.9*
(24) CN(C)N=O
  A = 1.5	B = 2.7	C = 7.1	D = /	E = -1.4	F = 1.9	G = /
(25) Cc1cc(C)nc(/N=C(\N)c2c(O)[nH]c(=O)[nH]c2=O)n1
  A = -0.3	B = -5.9	C = -3.9	D = /	E = /	F = -1.4	G = -3.1
(26) COc1ccc(NC2Oc3cc4c(cc3C(c3cc(OC)c(OC)c(OC)c3)C2C)OCO4)cc1 (stereo not given)
  A = /	B = 92.7	C = /	D = 3.0	E = -8.5	F = /	G = 30.4
(27) CCOc1ccc(C2SCC(=O)Nc3c2c(=O)[nH]n3C2CCCCCC2)cc1 (stereo not given)
  A = -5.8	B = -1.1	C = 13.5	D = /	E = /	F = -2.0	G = 0.7
(28) CS(=O)(=O)c1ccc(C2=C(CNC(=O)c3cccnc3)[C@H]3CC[C@@H](C2)N3Cc2ccccc2)cc1
  A = -0.5	B = -3.3	C = 8.4	D = 1.8	E = -1.3	F = 0.2	G = /
(29) CC(C)CCC1(CCO)C(=O)NC(=S)NC1=O
  A = -4.8	B = 0.9	C = -19.2	D = 0.2	E = 4.0	F = 5.8	G = 37.6
(30) CC(=O)CC(c1ccccc1[N+](=O)[O-])c1c(O)c2ccccc2oc1=O (stereo not given)
  A = -4.2	B = -4.8	C = -5.5	D = -0.5	E = 1.8	F = -0.1	G = 1.8
(31) C[C@]12CC[C@@H](O)CC1=CCC1C2CC[C@]2(C)C(=O)[C@H](F)CC12 (stereo not given in full)
  A = -5.8	B = 2.4	C = 0.4	D = -2.8	E = -3.4	F = 0.5	G = -2.4
(32) CC1CCC(NC(=O)CNC(=S)N2CC3CC(C2)c2cccc(=O)n2C3)CC1 (stereo not given)
  A = -0.9	B = 3.1	C = -3.5	D = -0.8	E = 3.6	F = -0.7	G = -5.5
(33) CC(=O)Nc1ccc(OC(=O)N(C)C)cc1
  A = 2.4	B = 8.8	C = -7.6	D = /	E = /	F = 0.6	G = -20.9
(34) Fc1ccccc1CN1Cc2ccccc2-n2nncc2C1
  A = -0.2	B = 3.2	C = -14.5	D = -2.4	E = -2.6	F = -2.7	G = /
(35) O=C1NC(=O)C(=Cc2ccc(N3CCOCC3)o2)C(=O)N1
  A = /	B = /	C = /	D = 10.0	E = -0.8	F = /	G = -3.1
(36) Nc1cccc(N=Cc2c(O)n(Cc3ccc(F)cc3)c(=O)[nH]c2=O)c1
  A = 6.6	B = /	C = -1.7	D = -7.6	E = 6.0	F = 1.8	G = -1.7
(37) CN1CCC2(CC1)c1ccccc1-c1ccccc12
  A = -6.3	B = 1.3	C = -4.8	D = -4.7	E = -4.1	F = -1.1	G = 27.2

2 entries picked at random from the list so far:
Abbreviations – A = esBAF inh; B = miR122 inh; C = C2C12 statin; D = SIRT5 inh; E = ERp5 inh; F = Cneo AK release; G = ARNT-TACC3 inh
(33) CC(=O)Nc1ccc(OC(=O)N(C)C)cc1
  A = 2.4	B = 8.8	C = -7.6	D = /	E = /	F = 0.6	G = -20.9
(37) CN1CCC2(CC1)c1ccccc1-c1ccccc12
  A = -6.3	B = 1.3	C = -4.8	D = -4.7	E = -4.1	F = -1.1	G = 27.2

An excerpt (hit frequency here may not be typical).
